TDP1 cell noCPT: qHTS for Inhibitors of human tyrosyl-DNA phosphodiesterase 1 (TDP1): qHTS in cells in absence of CPT; DT40 Tdp1-/- hTDP1 cells, no CPT, ATP luminescence, 48 h; Potency, µM (top dose mostly 46.2 µM), without a hit: top-dose activity change, negative = growth inhibition, hits mostly inhibitors; 420,000 tested, 15% active; AID 686978, 2013; further: nearly all actives have a fitted effect of over 55% in size
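Cells were dispensed at 400 per well, compounds added by pin tool, plates incubated ≥48 hr at 37 °C, then CellTiter-Glo added for 30 min at room temperature before luminescence reading. Line: DT40 Tdp1-/- complemented with hTDP1; camptothecin omitted.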
TDP1 block: TDP1 (human) enzyme inhibition; 350,000 tested, 0.28% active; AID 485290; Potency, µM (series often up to 130 µM), without a hit: at the highest dose activity change, negative = inhibition, hits mostly inhibitors; Q9NUW8; recombinant TDP1, AlphaScreen DNA substrate cleavage; further: nearly all actives have a fitted effect of over 40% in size
Target sequence (Q9NUW8 whole entry, looked up): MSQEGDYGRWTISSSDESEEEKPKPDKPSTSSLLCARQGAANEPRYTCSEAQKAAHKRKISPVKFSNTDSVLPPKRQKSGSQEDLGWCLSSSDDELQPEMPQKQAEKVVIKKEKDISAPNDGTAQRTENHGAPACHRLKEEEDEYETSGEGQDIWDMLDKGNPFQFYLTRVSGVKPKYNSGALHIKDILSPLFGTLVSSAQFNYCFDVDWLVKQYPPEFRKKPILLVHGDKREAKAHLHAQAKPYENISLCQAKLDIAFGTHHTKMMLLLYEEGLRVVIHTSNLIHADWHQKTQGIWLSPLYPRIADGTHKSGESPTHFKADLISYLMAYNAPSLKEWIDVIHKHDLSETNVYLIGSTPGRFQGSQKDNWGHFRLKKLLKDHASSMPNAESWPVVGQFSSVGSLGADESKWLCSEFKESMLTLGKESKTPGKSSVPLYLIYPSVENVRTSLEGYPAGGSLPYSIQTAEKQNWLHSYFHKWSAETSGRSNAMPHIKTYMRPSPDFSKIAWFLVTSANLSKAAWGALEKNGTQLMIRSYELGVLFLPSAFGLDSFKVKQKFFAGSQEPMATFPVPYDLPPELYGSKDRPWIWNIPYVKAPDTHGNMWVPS
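Tdp1 1 nM final; 15 min RT w/ cpd; substrate 15 nM, 5 min; beads 10 ug/ml, 10 min; AlphaScreen read. Neg ctrl: no enzyme.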
TDP1 cell CPT: growth inhibition of DT40 Tdp1-/-;hTDP1 cells with camptothecin (screen for TDP1 inhibitors); chicken DT40 Tdp1-/-;hTDP1 cells + 20 nM CPT, ATP luminescence, 48 h; Potency, µM (highest dose often 46.2 µM), inactives show at the highest dose activity change, negative = growth inhibition, actives largely listed as inhibitors; 420,000 tested, 12% active; further: nearly all actives have a fitted effect of over 55% in size
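Chicken DT40 Tdp1-/- cells stably complemented with human TDP1 were seeded at 400 cells/well in medium containing 20 nM camptothecin, exposed to pin-transferred compounds, and grown at 37 °C for at least 48 hr. Viability was read as ATP luminescence.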
Starred values were filed as active, the others as inactive; ? = inconclusive; nt = not tested or not shown; & = joins results of further samples; [ ] = remark or other dose. The call rests on the fitted dose curve; in most records, active means well fitted curve in the direction sought with a large enough effect; inconclusive means small, poorly fitted or top-dose-only effect, or another doubt; inactive means no such curve, though single readings can be large; an effect the other way counts as inactive or inconclusive. On the % scale 0 is the no-effect control and ±100 the full control effect; potency means the concentration at half of the fitted maximal effect.

molecule | TDP1 cell noCPT | TDP1 block | TDP1 cell CPT
CN(C)S(=O)(=O)N1CCN(C(=O)c2ccc3c(c2)OCO3)CC1 | -2.1% | 1.9% | 5.3%
COc1ccc(NC(=O)c2cc3c(=O)n(Cc4cccnc4)ccc3nc2C)cc1OC | ? | 3.8% | -10.5%
N/C(=N\O)c1ccc(Cl)cc1Cl | 3.2% | -3.7% | 10.2%
Cc1ccc(N2CCN(Cc3nnc(-c4ccccc4F)o3)CC2)c(C)c1 | ? | 0.0% | ?
Cc1ccc(NC(=O)COc2ccc(Br)cc2C)cc1 | -18.4% | 1.2% | 1.1%
C#CCOCCOCCOCCNc1nc(N2CCN(C(=O)Cn3cc(CCCCN)nn3)CC2)nc(N2CCN(C(=O)[C@H](C(C)C)n3cc(CCO)nn3)CC2)n1 | 6.5% | 3.9% | 10.4%
CCN(CC)c1ccc(/C=N/NC(=O)C(O)c2ccccc2)cc1 (centres undefined) | -13.2% | 3.6% | -6.5%
COc1ccc(N2CC(C(=O)N[C@H](C(=O)NC(C)c3ccccc3)C(C)C)CC2=O)cc1 (some centres undefined) | 4.3% | 0.9% | 1.1%
Cc1ccc(Oc2ncccc2/C=N/O)cc1 | -6.1% | 3.1% | -0.8%
Cc1ccccc1C1CC(c2ccc(Br)cc2)Nc2nc(N)nn21 (centres undefined) | -27.8% | 2.6% | -21.9%
O=C(NC1CC(=O)N(c2cccc(F)c2)C1)c1ccc(S(=O)(=O)N2CCCC2)cc1 (centres undefined) | ? | 2.6% | ?
COc1cc(/C=N/O)cc(Br)c1OS(=O)(=O)c1ccc(C)cc1 | ? | 8.8% | ?
CCc1ccc(NC(=O)NNC(=O)c2cc3ccccc3cc2O)cc1 | 9.5% | -1.2% | 20.7%
COc1ccc(C(=O)NCC(c2ccc3c(c2)OCO3)N2CCN(c3ccccc3F)CC2)cc1 (centres undefined) | 5.17µM* | 6.6% | 7.31µM*
C=C(C)Cn1c(=S)[nH]c2ccccc2c1=O | ? | 4.1% | ?
COC(=O)c1[nH]c2ccccc2c1NC(=O)CCN1CCSCC1 | -2.5% | 1.0% | 3.4%
CC1CC(C)(C)NC(=S)N1CCC(=O)Nc1ccc2c(c1)OCCO2 (centres undefined) | ? | -12.8% | ?
CC(C)CN(C(=O)COC(=O)c1cncc(Br)c1)c1c(N)n(Cc2ccccc2)c(=O)[nH]c1=O | -18.7% | -3.7% | -17.5%
C[C@H](CO)N1C[C@H](C)[C@@H](CN(C)C(=O)c2ccccc2)OCc2cnnn2CCCC1=O | 8.1% | nt | 4.5%
CSCC[C@H](NC(=O)OC(C)(C)C)C(=O)N/N=C/c1cccc2nccnc12 | ? | 4.1% | ?
Cc1ccccc1COC(=O)CCC1=NS(=O)(=O)c2ccccc2N1 | 14.7% | 1.6% | -3.7%
CCc1cc(C(=O)O)c(NC(=O)/C=C/c2ccc(OC)cc2)s1 | 2.3% | -1.4% | 1.4%
COC(=O)CN(c1nc(C)c(Br)c(OC)n1)S(=O)(=O)c1ccccc1 | -27.2% | nt | 3.6%
O=C(NNC(=O)C12CC3CC(CC(C3)C1)C2)c1ccccn1 | 5.17µM* | 7.1% | 4.11µM*
O=C(NC(=S)Nc1ccc(CN2CCOCC2)cc1)c1cccc([N+](=O)[O-])c1 | -23.1% | 0.0% | 0.3%
CCOc1ccc(C(=O)NCC2CCCN2S(=O)(=O)c2cccs2)cc1 (centres undefined) | -28.7% | -8.4% | ?
Cc1c(CC(=O)O)c(=O)oc2cc3occ(-c4ccccc4)c3cc12 | -1.7% | nt | 7.9%
C[C@@H]1CN([C@H](C)CO)C(=O)CCCn2nncc2CO[C@H]1CN(C)C(=O)c1ccccc1 | ? | nt | -5.8%
CC1(C)CC(=O)C(C=NCCN2CCN(C3CC(=O)N(c4ccc(Cl)c(Cl)c4)C3=O)CC2)=C(O)C1 (centres undefined) | -27.6% | -2.4% | 4.4%
COc1cc(C(CC(=O)Nc2ccc(F)cc2F)N2Cc3ccccc3C2=O)cc(OC)c1OC (centres undefined) | ? | 5.6% | ?
CCn1c(SCC(=O)Nc2ccc(S(N)(=O)=O)cc2)nnc1-c1ccccc1OC | -3.0% | 3.1% | -6.4%
COc1ccc(OC)c2c1sc(=NC(=O)c1cccc(N3C(=O)CCC3=O)c1)n2C | ? | -1.1% | -9.8%
Cc1cccc(N2CCN(S(=O)(=O)c3c(C(=O)N4CCCCC4)c(C)n(C)c3C)CC2)c1C | ? | 8.4% | ?
COc1ccc(-c2nc(CNC(=O)Nc3ccccc3)c(C)o2)c(OC)c1 | -3.3% | 3.8% | -17.5%
Cc1ccc(NC(=O)C(Cc2ccccc2)NS(=O)(=O)c2cccs2)cc1Cl (centres undefined) | 2.5% | 0.0% | -2.3%
NC(=O)COC(=O)CCCSc1nc2ccccc2s1 | 19.4% | 5.5% | -26.9%
O=C(NCC1CCC2(CCN(Cc3cccc4ncccc34)CC2)O1)c1ccccc1 (centres undefined) | -18.0% | nt | -17.4%[9.04 µM]
CCCCCC(=O)O[C@H](CC(=O)O)C[N+](C)(C)C | -11.1% | 9.4%[56.1 µM] | 7.7%
CCc1ccc(/C=C2\Oc3cc(OC(=O)N4CCOCC4)ccc3C2=O)cc1 | 14.6µM* | 7.2% | ?
CCN(CC)CCCNC(=O)COc1ccc2oc3c(c2c1)CCCC3 | ? | nt | -13.5%

Part of the list above, with values under each structure:
Value order – TDP1 cell noCPT | TDP1 block | TDP1 cell CPT
> CCc1cc(C(=O)O)c(NC(=O)/C=C/c2ccc(OC)cc2)s1
 : 2.3% | -1.4% | 1.4%
> COC(=O)CN(c1nc(C)c(Br)c(OC)n1)S(=O)(=O)c1ccccc1
 : -27.2% | nt | 3.6%

Next entries.
molecule | TDP1 cell noCPT | TDP1 block | TDP1 cell CPT
O=C(CN(c1ccccn1)S(=O)(=O)c1ccc(F)cc1)Nc1ccccc1 | ? | -1.6% | -5.3%
c1ccn2c(SCc3ccc4c(c3)OCO4)nnc2c1 | -14.1% | 4.7% | -12.0%
CCOC(=O)c1c(C)[nH]c(C)c1C(=O)COC(=O)/C=C/c1cccc(F)c1 | -23.0% | -2.6% | -20.0%
COc1ccccc1-c1c(C)nn2c(N3CCC(C(N)=O)CC3)cc(C)nc12 | -14.1% | 4.3% | -4.4%
COc1c2ccoc2c(OC[C@@H](OC(C)=O)C(C)(C)O)c2oc(=O)ccc12 | ? | 1.4% | ?
O=C(NCc1cccc(Cl)c1)C1CCN(c2nn3cc(-c4ccc(F)cc4)nc3s2)CC1 | ? | 0.0% | ?
O=C(CSc1ccc2ccccc2c1)Nc1ncccn1 | ? | -2.7% | -23.4%
COc1ccc(CNC(=O)COC(=O)CCCOc2ccc(Cl)cc2Cl)cc1 | -22.9% | -3.2% | 31.0%[activator]
O=C(/C=C/c1ccccc1)OCCCN=C1NS(=O)(=O)c2ccccc21 | ? | -8.1% | -21.4%
C=CCOc1ccc(CN(C)CC(=O)Nc2ccc3c(c2)CCC3)cc1 | ? | -2.4% | 23.1µM*
CCC(=O)Nc1ccccc1-c1nnn(CC(=O)N2c3ccccc3CC2C)n1 (centres undefined) | -22.3% | -0.5% | ?
CCN(CC)C(CNC(=O)CSc1nnnn1-c1cccc(F)c1)c1ccco1 (centres undefined) | -26.1% | -0.2% | -20.0%
N#CC1(NC(=O)CN2CCc3ccccc3C2)CCCC1 | -12.6% | 2.7% | 3.8%
COc1ccc(CNC(=O)Cn2nc(C(F)(F)F)c(Br)c2C)cc1 | ? | nt | -18.6%
O=C(Nc1cccn(Cc2c(Cl)cccc2Cl)c1=O)c1ccccc1Cl | ? | 2.0% | ?
O=C(O)CCCCCCCCc1cn(CN2C(=O)c3ccccc3C2=O)nn1 | 1.3%&-3.2% | nt | -12.1%&-3.1%
COc1cccc(-c2cc(NC(C)=O)c3ncc(-c4ccc(OC)c(OC)c4)n3c2)c1 | 20.6µM* | nt | ?
COc1cc(C(=O)O)ccc1O | -9.7% | 2.6% | -7.6%
O=C1CN2NC(=S)N(c3ccccc3)C2=CN1c1ccc(Cl)cc1 | 4.4% | -2.4% | -7.6%
Cc1c(C(O)CN2CCN(Cc3ccc4c(c3)OCO4)CC2)c2ccccc2n1C (centres undefined) | -29.7% | 4.7% | ?

Ordered by count of non-hydrogen atoms (ascending): 5 of the compounds above.
molecule | TDP1 cell noCPT | TDP1 block | TDP1 cell CPT
C=C(C)Cn1c(=S)[nH]c2ccccc2c1=O | ? | 4.1% | ?
CN(C)S(=O)(=O)N1CCN(C(=O)c2ccc3c(c2)OCO3)CC1 | -2.1% | 1.9% | 5.3%
Cc1ccccc1COC(=O)CCC1=NS(=O)(=O)c2ccccc2N1 | 14.7% | 1.6% | -3.7%
Cc1cccc(N2CCN(S(=O)(=O)c3c(C(=O)N4CCCCC4)c(C)n(C)c3C)CC2)c1C | ? | 8.4% | ?
COc1ccc(C(=O)NCC(c2ccc3c(c2)OCO3)N2CCN(c3ccccc3F)CC2)cc1 (centres undefined) | 5.17µM* | 6.6% | 7.31µM*

Next part.
molecule | TDP1 cell noCPT | TDP1 block | TDP1 cell CPT
COc1cc(C(=O)Nc2cc3c(cc2N2CCCCC2)n(C)c(=O)n3C)cc(OC)c1OC | 14.6µM* | 6.8% | 20.6µM*
CC(C)(C)OC(=O)N[C@@H](COCc1ccccc1)C(=O)N[C@@H](CO)[C@H](O)[C@@H]1C[C@@H]1C(=O)NC1CC1 | -12.3% | nt | -16.9%
COc1ccc(Cl)cc1NC(=O)CCNC(=O)OCc1ccccc1 | ? | 4.9% | -21.1%
Cc1ccc(-c2nn(-c3ccccc3)cc2C(=O)N2CCN(c3ccccn3)CC2)cc1 | 29.1µM* | 0.0% | ?
O=C1C2C(C(=O)N1/N=C/c1cc([N+](=O)[O-])ccc1O)C1C=CC2C12CC2 (centres undefined) | -3.8% | -2.0% | -8.0%
COc1ccc(OC)c(N(CC(=O)Nc2ccccc2)S(=O)(=O)c2ccccc2)c1 | ? | nt | ?
Cc1ccc(N(CC(=O)Nc2ccc(Br)c(C)c2)S(=O)(=O)c2cccs2)cc1 | -28.1% | -4.7% | ?
O=C(Cc1ccc2c(c1)CCCC2)Nc1ccc2ccccc2c1 | -7.4% | 5.3% | -24.8%
CCCNC(=O)C1CCN(c2nc(C)cc(C)n2)CC1 | 0.9% | 2.1% | -3.4%
CCc1nc2c(OCc3cccc(Cl)c3)cccn2c1N(C)C(=O)CC(C)C | 20.6µM* | nt | ?
O=C(Cc1ccc(O)cc1)N/N=C/c1cccs1 | -0.2% | 3.1%[56.1 µM] | -22.6%
COc1ccccc1N=Nc1nc(-c2ccccc2)c(-c2ccccc2)[nH]1 | 16.4µM* | 10.8% | 18.4µM*
CCOC(=O)c1c(-c2ccccc2)oc2ccc(OCC(=O)NNC(=O)CCC(=O)O)cc12 | -7.4% | nt | 1.2%
COc1cc(Cl)c(C)cc1NC(=O)CSc1cc(Cl)ccc1Cl | 23.1µM* | 0.0% | ?
COc1cc(C(O)P(=O)(OCC(C)C)OCC(C)C)cc(OC)c1OC (centres undefined) | ? | 3.1% | ?
COc1ccc(-c2nnc(SCC(=O)N(C)C3CCS(=O)(=O)C3)n2C(C)C)cc1 (centres undefined) | -11.8% | -0.7% | -5.7%
O=C(Cn1cc2c(n1)CCCCC2)NCc1cccs1 | -4.3% | nt | 6.3%
Cc1oc(-c2ccccc2F)nc1CN1CCC(C(=O)NC2CCCCCCC2)CC1 | 23.1µM* | -1.0% | ?
O=C(COC(=O)c1cc(Br)ccc1O)NNC(=O)c1ccc([N+](=O)[O-])cc1 | -9.2% | -4.8%[0.505 µM] | -3.1%
CCOC(=O)c1ccc(NC(=O)CC2NCCNC2=O)cc1 (centres undefined) | -4.1%&9.6% | 3.2%&5.8% | 3.2%&4.4%
Cc1ccc2c(CN(C)Cc3ccccc3)cc(=O)oc2c1C | 14.6µM* | nt | -22.3%
COC(=O)N1CCC2(CCCN(Cc3ccccc3)C2)CC1 | -12.4% | nt | 19.4%
Cc1nnc(C)n1/N=C/c1ccc(C(=O)O)cc1 | 2.5% | 1.0% | 4.8%
COCCCNC(=O)c1cc2c(=O)n(C)c3ccccc3c2n1C | ? | 7.8% | 18.4µM*
CCOC(=O)c1nnsc1NC(C)=O | -11.9% | -1.0% | -11.7%
O=C(Nc1ccccc1)c1ccc(-c2ccccc2C(F)(F)F)o1 | 20.6µM* | -14.5% | ?
COc1cc2c(C(=O)N3CCOCC3)c(CSc3ccccc3)n(C)c2cc1Br | ? | -2.6% | ?
CCC(=O)Nc1ccc(NC(=O)Cc2ccccc2)cn1 | 3.8% | 1.9% | 10.0%
Cc1cccc2[nH]c(CCNC(=O)C3CCC(=O)N(CCc4cccc(F)c4)C3)nc12 (centres undefined) | 6.5% | 0.9% | -1.3%
Cc1ccc(C)c(C(=O)OCC(=O)NC(=O)NCc2ccccc2)c1 | ? | nt | -15.9%

Compound activity deposited in PubChem BioAssay by National Center for Advancing Translational Sciences (NCATS).
